Source: PubChem (several laboratories)
eLon inh – inhibitors of E. coli Lon protease, primary screen, biochemical, fluorescence polarization; P0A9M0; purified E. coli Lon protease; inhibition, % at 7.94 µM; 0.42% of 360,000 active; AID 602123, 2011; in the data active = inhibition above about 13%, passing the limit was not always enough;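 also: 0% = enzyme with probe and DMSO and 100% = no enzyme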
DNMT1 inh – human DNMT1 methyltransferase inhibitors, primary screen, biochemical, molecular beacon, fluorescence, HinP1I cleavage, uHTS; AID 588458, 2011; inhibition (reported as % activation of signal), % at 10 µM; DNA (cytosine-5)-methyltransferase 1 (Homo sapiens), P26358; 0.83% of 360,000 active; in the data active = inhibition above about 50%
TbMetRS inhib – T. brucei MetRS inhibitors, primary screen, biochemical, luminescence. purified T. brucei MetRS, ATP depletion, Kinase-Glo luminescence. methionyl-tRNA synthetase (Trypanosoma brucei brucei). inhibition, % at 11.9 µM. 0.4% of 360,000 active. AID 624268, 2012;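 active = inhibition above a per-plate cutoff of the control wells' mean inhibition plus 3 SD, cut at about 5.5% in these data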;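 also: 0% = DMSO wells median and 100% = median of wells with control inhibitor compound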
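Measured by: Kinase-Glo luciferase luminescence reporting remaining unconsumed ATP. Material: purified T. brucei MetRS enzyme. Doses: 11.9 µM compound single dose, 0.9% DMSO. Medium: HEPES buffer containing pyrophosphatase, BSA, spermine, DTT. Times: 15 min preincubation, 2 h reaction, all 25 °C. Reagent: methionine, ATP and bulk E. coli tRNA.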
bovine MsrA act – bovine MsrA enzyme activators, primary screen, biochemical, absorbance, HTS; activation, % at 10.6 µM; purified bovine MsrA, absorbance read-out; 0.3% of 360,000 active; in the data active = activation above about 7.5%;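 also: 0% = vehicle and 100% = reference activator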
STEP inh – STEP phosphatase inhibitors, primary screen, biochemical, fluorescence intensity, uHTS; recombinant STEP, OMFP fluorogenic substrate; inhibition, % at 20 µM; 0.25% of 360,000 active; AID 588621, 2011;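 active = inhibition at 20 µM, scaled per plate between control wells, above about 37%, limit read from the data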;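 also: 0% = DMSO with enzyme and substrate and 100% = substrate only without enzyme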
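System: STEP (striatal-enriched tyrosine phosphatase) enzyme, cell-free; medium: Bis-Tris pH 6.0 buffer with DTT, detergent; dosing: 20 µM, 1% DMSO; times: reaction 20 min, ambient temperature; detection: fluorescence, 480/540 nm; read-out basis: normalized % inhibition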
CendR NRP1 mod – modulators of CendR peptide binding to NRP-1, primary screen, biochemical, fluorescence polarization, uHTS. FAM-RPARPAR peptide binding to NRP-1. inhibition, % at 25 µM. 0.85% of 360,000 active. AID 602438, 2012;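 active = inhibition or corrected inhibition above about 18%, plus a signal ratio from 0.5 to 1.5, limit read from the data, passing the limit was not always enough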; also: strong numbers were not always called active
Target sequence (O14786 whole entry, looked up): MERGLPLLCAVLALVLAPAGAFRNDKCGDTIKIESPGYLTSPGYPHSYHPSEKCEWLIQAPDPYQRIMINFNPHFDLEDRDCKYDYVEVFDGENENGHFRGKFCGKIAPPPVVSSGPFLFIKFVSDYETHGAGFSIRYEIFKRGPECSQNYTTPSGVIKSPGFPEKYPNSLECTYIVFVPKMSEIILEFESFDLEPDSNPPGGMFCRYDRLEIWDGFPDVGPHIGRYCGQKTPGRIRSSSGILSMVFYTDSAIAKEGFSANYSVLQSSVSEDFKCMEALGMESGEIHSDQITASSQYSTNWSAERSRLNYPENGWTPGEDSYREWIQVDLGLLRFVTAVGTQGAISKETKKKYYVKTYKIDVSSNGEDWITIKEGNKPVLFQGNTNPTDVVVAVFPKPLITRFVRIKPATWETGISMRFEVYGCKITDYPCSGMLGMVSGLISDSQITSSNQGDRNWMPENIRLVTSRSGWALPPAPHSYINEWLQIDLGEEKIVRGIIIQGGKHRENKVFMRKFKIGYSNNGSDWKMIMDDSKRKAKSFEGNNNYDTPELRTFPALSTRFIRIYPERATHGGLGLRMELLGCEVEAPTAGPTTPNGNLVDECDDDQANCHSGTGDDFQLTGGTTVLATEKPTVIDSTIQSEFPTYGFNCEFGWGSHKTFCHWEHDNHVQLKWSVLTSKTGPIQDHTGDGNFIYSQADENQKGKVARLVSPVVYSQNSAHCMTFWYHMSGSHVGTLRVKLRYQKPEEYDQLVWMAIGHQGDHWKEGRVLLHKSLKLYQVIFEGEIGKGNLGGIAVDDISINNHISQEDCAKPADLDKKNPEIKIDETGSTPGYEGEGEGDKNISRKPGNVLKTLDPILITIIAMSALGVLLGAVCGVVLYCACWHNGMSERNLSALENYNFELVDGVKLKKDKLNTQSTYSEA
MsrA inh – bovine MsrA enzyme inhibitors, primary screen, biochemical, absorbance, HTS. Methionine sulfoxide reductase A (Bos taurus). 0.75% of 360,000 active. AID 651718, 2012. inhibition, % at 15.5 µM. purified bovine MsrA, absorbance read-out; in the data active = inhibition above about 4.5%;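 also: 0% = vehicle wells with enzyme and 100% = reference inhibitor wells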
Scp-1 inhibitor – Scp-1 phosphatase inhibitors, primary screen, biochemical, colorimetric, uHTS. Recombinant Scp1, phosphopeptide, malachite green phosphate absorbance. inhibition, % at 20 µM. 0.88% of 340,000 active;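 active = inhibition above about 50% at 20 µM, limit read from the data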;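 also: plate controls were DMSO wells with enzyme for no effect and wells lacking enzyme for full effect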
Target sequence (Q9GZU7 76-261 limits assumed): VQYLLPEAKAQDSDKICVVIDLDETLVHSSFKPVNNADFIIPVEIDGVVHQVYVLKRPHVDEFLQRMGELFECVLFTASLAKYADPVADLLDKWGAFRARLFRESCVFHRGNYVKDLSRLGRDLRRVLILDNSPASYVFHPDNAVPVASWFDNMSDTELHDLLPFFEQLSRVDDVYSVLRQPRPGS
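System: truncated SCP-1 phosphatase (76-261aa); medium: Tris acetate buffer pH 5.5 with MgCl2 and Tween-20; incubation: 45 min room-temperature reaction, 5 min colour, 30 min stabiliser; compound: single 20 µM dose, 1% DMSO; reagent: Phosphorylated 17-residue peptide substrate; read-out: % inhibition at 20 µM; technique: colorimetric free-phosphate detection, absorbance 630 nm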
LMPTP block – LMPTP phosphatase inhibitors, primary screen, biochemical, fluorescence intensity, uHTS. Low molecular weight phosphotyrosine protein phosphatase (Homo sapiens), P24666. recombinant LMPTP-A, OMFP fluorogenic substrate. inhibition, % at 20 µM. 0.22% of 360,000 active. AID 651560, 2012;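 active = compounds that cut the enzyme signal by at least half of the control window in the single-dose screen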;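 also: plate controls were DMSO wells with enzyme plus substrate for no effect and substrate without enzyme for full effect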
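Assay system: LMPTP-A, protein tyrosine phosphatase of low molecular weight / Medium: pH 6.0 Bis-Tris buffer with DTT and Triton X-100 / Schedule: 50 min enzyme reaction at room temperature, protected from light / Measured by: endpoint fluorescence intensity from OMFP dephosphorylation / Read-out basis: % inhibition relative to no-enzyme and uninhibited control wells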
SUMO1 PPI mod – modulators of SUMO1 protein-protein interactions, primary screen, biochemical, uHTS. inhibition, % at 20 µM. SUMO1 binding to a labelled peptide, TR-FRET, 1 h. 0.33% of 360,000 active. Small ubiquitin-related modifier 1 (Homo sapiens), P63165; in the data active = inhibition above about 37%
* hit, by the source's call; · = not tested or not shown.

Every second line gives: eLon inh, DNMT1 inh, TbMetRS inhib, bovine MsrA act, STEP inh, CendR NRP1 mod, MsrA inh, Scp-1 inhibitor, LMPTP block, SUMO1 PPI mod
COc1ccc(C(CC(=O)NC(C)c2ccc(-c3ccccc3)cc2)NC(C)=O)cc1 (stereo not drawn)
→ -1, -3, 0.1, -1, -3, 17, 0.1, 3, 0.8, 0
COc1ccc(S(=O)(=O)n2nc(OC(=O)c3cccs3)cc2N)cc1
→ -3, 0, -1.1, -6, 0, 0, -0.2, -19, 0.1, 0
NC(=S)N=Nc1c(O)[nH]c2cc(F)c(F)cc12
→ 1, 1, -0.1, -2, 1, -10, 4.3, -1, 0.2, -11
COC(=O)C1(C(F)(F)F)N=C(C(F)(F)F)Nc2ccc(Cl)cc21 (stereo not drawn)
→ 4, -3, 0.1, -1, -5, -4, 1.4, -7, 1.3, 2
COc1cc2c(C#Cc3cccnc3)c(-c3ccsc3)oc(=O)c2cc1OC
→ -7, 44, -0.3, -2, 2, 14, -0.9, 8, 0.7, 0
O=C(NCc1nnc(SCc2ccccc2)n1-c1ccccc1)C12CC3CC(CC(C3)C1)C2
→ -7, -1, -0.2, -1, 2, -8, -0.4, 8, 1.0, 1
Cc1ccc(CNC(=O)C2CNc3cc(C)ccc3O2)cc1 (stereo not drawn)
→ 0, -3, -0.9, -11, -2, 1, 0.4, -4, 1.7, 1
O=C(NCc1cccnc1)c1ccc(Cl)c(S(=O)(=O)N2CCCCCC2)c1
→ -11, -2, 0.3, -1, 0, 5, -1.2, -5, 0.0, 4
Cc1cccc2c1NC(=O)C21OCC(CO)([N+](=O)[O-])CO1 (stereo not drawn)
→ 0, 1, -1.0, -5, -2, 5, -0.7, -4, -2.5, 2
CCCOc1ccc(C(=O)Nc2ccc3c(c2)OCO3)cc1
→ 8, 1, -0.5, -2, -1, 10, -1.5, -2, 1.1, 1
CCOCc1cnc(C)nc1NCC(=O)c1c(C)[nH]c2ccccc12
→ -6, 2, -0.7, -3, -3, 13, 1.3, 8, 2.1, 2
COc1ccc(C(=O)OCC(=O)Nc2ccc(OC)c(S(=O)(=O)N3CCCCC3)c2)cc1[N+](=O)[O-]
→ 12, -2, -0.4, -10, -1, 1, 0.6, -3, -1.0, -17
O=C(COc1ccc2c3c(c(=O)oc2c1)CCCC3)NCCCn1ccnc1
→ -3, 0, -0.5, -7, -4, 13, 0.4, -3, -0.3, 5
COc1ccc(N/C(=N/c2nc(C)cc(C)n2)NC(=O)Nc2ccc(Cl)c(Cl)c2)c(OC)c1
→ 1, 3, 0.8, -3, -1, 11, -0.3, 9, 1.7, 0
CC1CC(OCC(O)C[N+]2(C)CCOCC2)CC(C)(C)C1 (stereo not drawn)
→ -4, -1, -0.5, -2, -3, 1, 0.0, 4, 0.4, 6

Structures from the list above that have a nitro group on carbon:
Every second line gives: eLon inh, DNMT1 inh, TbMetRS inhib, bovine MsrA act, STEP inh, CendR NRP1 mod, MsrA inh, Scp-1 inhibitor, LMPTP block, SUMO1 PPI mod
Cc1cccc2c1NC(=O)C21OCC(CO)([N+](=O)[O-])CO1 (stereo not drawn)
→ 0, 1, -1.0, -5, -2, 5, -0.7, -4, -2.5, 2
COc1ccc(C(=O)OCC(=O)Nc2ccc(OC)c(S(=O)(=O)N3CCCCC3)c2)cc1[N+](=O)[O-]
→ 12, -2, -0.4, -10, -1, 1, 0.6, -3, -1.0, -17

The results go on.
Every second line gives: eLon inh, DNMT1 inh, TbMetRS inhib, bovine MsrA act, STEP inh, CendR NRP1 mod, MsrA inh, Scp-1 inhibitor, LMPTP block, SUMO1 PPI mod
Cc1ccc2nc(Cl)c(C#N)cc2c1
→ 4, 2, -0.5, 0, 4, -7, 0.6, -9, -2.4, -12
O=C(CSC1=NS(=O)(=O)c2cc(Cl)ccc2N1)Nc1ccccc1F
→ 1, 4, 0.1, -2, 0, -13, -0.3, -6, -0.4, 2
CC(=O)OCC12COC3c4ccccc4OC(C)(CC1C)C3C2C (stereo not drawn)
→ 1, 1, -0.4, -4, 4, -10, -1.1, -6, 0.0, -2
Oc1ccc(Cn2ccnc2)c2cccnc12
→ -1, -1, -0.7, -11, -1, -3, -1.0, -3, 16, -10
CCCCN(C)CCC(=O)Nc1ccc(F)c(F)c1
→ -8, -1, -0.1, 1, 0, -10, -0.4, -5, -0.8, 1
O=C(CS(=O)(=O)c1ccccc1)N1CCN(c2ccccc2)CC1
→ -7, 5, -0.3, -3, -3, -6, -1.4, -8, -0.7, 4
Cc1cc(C)c(NC(=O)Cn2c([N+](=O)[O-])cnc2C)c(C)c1
→ 0, 0, 0.3, -3, -2, 0, -0.7, -9, 0.8, -10
COc1ccc(-c2nnnn2C)cc1S(=O)(=O)Nc1ccc(C)cc1C
→ -13, 2, 0.0, -4, -1, 12, 0.9, -7, 1.1, 4
COC(=O)c1ccc(NC(=S)NC(=O)c2c(-c3ccccc3)noc2C)cc1
→ 3, -2, -0.2, -3, 4, -4, 0.1, -7, 0.8, 2
CCOc1cc(/C=C/c2ccc3cccc([N+](=O)[O-])c3n2)cc(Cl)c1O
→ -5, -27, -1.3, -7, 2, -3, 3.3, 4, -1.2, -11
COc1cc2c(cc1OC)C(c1cc(OC)c(OC)cc1[N+](=O)[O-])N(C(C)=O)CC2 (stereo not drawn)
→ 7, -2, -0.3, -3, -1, -5, 1.4, -10, -0.6, 1
O=S(=O)(Nc1ccc2c(c1)OCCO2)c1cnc[nH]1
→ 9, 3, 0.0, -2, 1, -2, 0.9, -4, 0.0, 0
Cc1c(C)[n+](=O)c(-c2cccs2)c(C)n1[O-]
→ -4, 3, -0.3, -3, 0, -1, 1.4, -3, 0.0, -1
O=C(/C=C/c1c(Cl)nc2ccccn12)N1CCCCC1
→ 2, -1, -0.3, -4, 4, -8, 7.8*, -1, -0.8, -11
CNC(=O)COc1coc(CN2CCN(c3ccccc3OC)CC2)cc1=O
→ -8, 2, -0.2, -1, -2, 10, -0.9, 1, -0.3, 4
CC(C)CNC(=O)c1cc(-c2ccc3c(c2)OCO3)on1
→ 11, 2, -0.9, -4, -1, 4, 2.2, -7, -0.7, 5
O=S(=O)(c1ccc2ccccc2c1)N1CCN(C2CCN(Cc3ccccc3)CC2)CC1
→ 0, -7, -0.5, -2, -4, -10, -0.6, -7, -1.9, -8
Cc1ccc(OCC(=O)NNC(=O)c2ccc3c(=O)n4c(nc3c2)CCC4)cc1
→ -3, -6, -0.2, -3, 1, -8, 0.2, -2, -1.7, 14
COc1ccc(-c2oc3cc(O)c(OC)c(O)c3c(=O)c2OC)cc1
→ -4, -1, 0.2, 0, 0, -7, 2.4, -4, 2.4, -12
CC(C)OC(=O)N(C)C[C@@H]1OCc2cnnn2CCCC(=O)N([C@H](C)CO)C[C@H]1C
→ -3, 5, -0.5, -3, -2, -3, 0.3, ·, -2.7, -1
CC1CCN(S(=O)(=O)c2ccc3ccccc3c2)CC1
→ 0, 0, -0.7, -12, 2, 4, 0.5, -11, 1.8, -6
COc1ccc(/C=C/c2nc(S(=O)(=O)c3ccccc3)c(N(C)C)o2)cc1
→ -5, -3, -0.5, -3, 0, 0, 1.2, -2, 2.0, -13
COc1ccc(NC(=O)c2cccc3c2C(=O)N(CC2CCCO2)C3)cc1OC (stereo not drawn)
→ -1, 1, -0.8, -1, -2, 4, ·, -5, -0.2, 2
CCCN1C2CCCC1CC(NC(=S)NCCCOCC)C2 (stereo not drawn)
→ 0, 0, -0.2, -2, -2, 1, 2.0, 0, 0.3, 9
c1cc2c(cc1C1CCCN1)OCCCO2 (stereo not drawn)
→ -6, 9, 0.2, -1, -5, 9, 1.9, -6, -0.8, 3
S=c1[nH]nc(-c2ccc3ccccc3n2)n1-c1ccccc1Cl
→ 11, 0, -0.1, -3, -1, -4, 1.1, -3, 0.1, -1
CN(C)c1ccc(NC(=O)CSc2nc(C3CC3)nc3ccccc23)cc1
→ -13, 20, 0.7, -2, 6, -10, 0.5, -6, 4.9, 7
COc1ccc(N(CC(=O)NC2CCCCCC2)S(=O)(=O)c2c(C)nn(C)c2C)cc1
→ 1, -2, -0.3, -3, 1, -15, 0.6, -2, 1.1, -3
CC(C)(C)NC(=O)NCCc1ccccc1
→ 0, 0, 1.0, -2, -1, -6, -0.8, -4, -0.8, 11
CCCS(=O)(=O)N1CCC(C(=O)Oc2ccc(OC)cc2)CC1
→ -7, 1, -0.8, -4, -5, 0, -1.0, 0, 0.2, 3
CCNC(=S)NNC(=O)c1cc(Br)cs1
→ -2, 1, 0.5, -2, -1, 4, 1.9, -5, 0.7, 2
C[C@H](CO)N1C[C@H](C)[C@@H](CN(C)Cc2ccc3c(c2)OCO3)Oc2c(NS(=O)(=O)c3cn(C)cn3)cccc2C1=O
→ -3, 1, 0.3, 0, -4, -6, 1.0, 37, -0.9, 6
COc1cccc(NC2=NCCCCC2)c1
→ -2, 2, 0.1, -3, 0, -1, 0.0, -6, -0.8, 10
COC(=O)c1ccc(CSc2nc3ccccc3c(=O)n2-c2ccc(OC)c(OC)c2)o1
→ 1, -7, -0.3, -4, 0, -12, 1.6, -11, 0.9, -5
c1ccc(-c2csc3ncnc(-n4cnc5ccccc54)c23)cc1
→ -11, 0, -1.3, -6, 0, 1, 1.0, -3, -1.0, -1
O=C(NCCCn1ccnc1)Nc1ccc(Cl)c(Cl)c1
→ 0, -6, 0.9, 0, -3, 11, 2.2, -9, -8.4, 3
CCC(C)NC(=O)CNC(=S)N(Cc1ccc(F)cc1)C1CCCCC1 (stereo not drawn)
→ 1, 2, -0.7, -2, 5, -10, 1.0, -5, -0.4, 6
CCC(C)(C)n1nnnc1C(c1ccc2ncccc2c1)N1CCCC(C)C1 (stereo not drawn)
→ 3, 3, 0.2, 0, 1, -9, -1.2, 1, 0.4, 3
COCCNS(=O)(=O)c1ccc2c(c1)Cc1cc(S(=O)(=O)NCCOC)ccc1-2
→ 3, -3, -0.3, -2, -1, -3, -1.0, -2, 0.8, -1
O=C(Cc1cccc(NC(=O)C2CCN(C(=O)C3CCC3)CC2)c1)Nc1cccc(C(=O)N2CCOCC2)c1
→ -2, 5, -0.4, -2, -2, -11, -1.1, -8, -2.3, 2
C[C@H](CO)N1C[C@H](C)[C@@H](CN(C)C(=O)CN2CCOCC2)Oc2ncc(-c3cncnc3)cc2C1=O
→ 4, 4, -1.2, -7, -5, 6, 1.2, ·, -1.1, 2
